# ZTA DNA inh: blocks Epstein-Barr virus ZTA, an EBNA-1 counter-screen; P03206; ZTA-DNA binding, fluorescence polarization; inhibition, % at 11 µM; hit rate 0.15% among 320,000; in the data active means inhibition above about 33%
# Target sequence (P03206 whole entry, looked up): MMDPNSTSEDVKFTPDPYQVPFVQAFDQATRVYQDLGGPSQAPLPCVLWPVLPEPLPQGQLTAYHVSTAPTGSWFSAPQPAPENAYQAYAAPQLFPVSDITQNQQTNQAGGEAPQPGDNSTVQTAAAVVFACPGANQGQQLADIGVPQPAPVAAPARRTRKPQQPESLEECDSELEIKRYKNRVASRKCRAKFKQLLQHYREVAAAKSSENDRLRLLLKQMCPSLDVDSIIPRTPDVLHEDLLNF
# PAFAH1B2 inh: PAFAH1B2 (human) inhibition; P68402; recombinant PAFAH1B2, FP-rhodamine activity probe, fluorescence polarization; inhibition, % at 3.39 µM; hit rate 1.2% among 340,000; AID 492953;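 active means inhibition above the mean of all tested compounds plus 3 SD, cut at about 24% in these data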;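 further: 0% = enzyme with DMSO and 100% = wells lacking PAFAH1B2; many of its hits are not listed in these tables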
# LYPLA2 counter: blocks human lysophospholipase 2, a PME1 counter-screen; O95372; recombinant LYPLA2, FP-Rh probe fluorescence polarization; inhibition, % at 5.9 µM; hit rate 0.38% among 320,000;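 active means inhibition above the screen-wide mean plus 3 SD, limit set per campaign, cut at about 26% in these data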;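 further: 0% = LYPLA2 with DMSO and 100% = wells lacking LYPLA2 enzyme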
# Target sequence (O95372 whole entry, looked up): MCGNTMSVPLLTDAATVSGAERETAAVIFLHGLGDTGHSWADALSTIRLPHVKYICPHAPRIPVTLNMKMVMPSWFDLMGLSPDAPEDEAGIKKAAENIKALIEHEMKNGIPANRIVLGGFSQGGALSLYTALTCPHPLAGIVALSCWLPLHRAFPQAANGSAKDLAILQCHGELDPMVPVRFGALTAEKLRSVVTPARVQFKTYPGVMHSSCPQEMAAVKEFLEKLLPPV
# EBNA-1 inh: blocks EBNA-1 binding to DNA | EBNA-1 DNA binding, fluorescence polarization | inhibition, % at 14.8 µM | hit rate 0.34% among 300,000 | AID 1950; in the data active means inhibition above about 28%
# PAFAH2 FP inh: inhibitors of human PAFAH2; Q99487; recombinant PAFAH2, FP-rhodamine activity probe, fluorescence polarization; inhibition, % at 3.39 µM; hit rate 0.99% among 340,000; AID 492956;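 active means inhibition above the mean over all tested compounds plus 3 SD, cut at about 30% in these data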;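 further: inhibitors block probe labeling of enzyme so polarization drops; 0% = enzyme with DMSO and 100% = wells lacking PAFAH2 protein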
# PAFAH1B3 FP inh: inhibitors of human PAFAH1B3 | recombinant PAFAH1B3, FP-rhodamine probe, fluorescence polarization | hit rate 0.28% among 340,000 | inhibition, % at 3.39 µM;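 active means inhibition above the screen-wide average of all tested compounds plus 3 SD, cut at about 25% in these data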;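 further: 0% = enzyme with DMSO only and 100% = wells lacking PAFAH1B3 protein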
# Target sequence (Q15102 whole entry, looked up): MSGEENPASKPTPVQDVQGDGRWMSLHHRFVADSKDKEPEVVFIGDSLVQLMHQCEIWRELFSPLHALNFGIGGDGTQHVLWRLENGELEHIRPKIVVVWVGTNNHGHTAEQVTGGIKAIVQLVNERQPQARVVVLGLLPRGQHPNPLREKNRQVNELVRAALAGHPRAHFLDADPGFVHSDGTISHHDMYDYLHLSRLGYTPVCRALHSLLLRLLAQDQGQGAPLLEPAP
# pPAFAH inh: pPAFAH (human) enzyme inhibition; Q13093; recombinant pPAFAH, FP-rhodamine probe fluorescence polarization; inhibition, % at 3.39 µM; hit rate 1.5% among 330,000;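 active means inhibition above the mean inhibition across the screen plus 3 SD, cut at about 25% in these data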;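 further: inhibitors block binding of the rhodamine activity-based probe so polarization drops; 0% = enzyme with DMSO and 100% = wells lacking pPAFAH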
# LYPLA1 inh: counter-screen for PME1 inhibitors: inhibitors of human LYPLA1; O75608; recombinant LYPLA1, FP-Rh probe fluorescence polarization; inhibition, % at 5.9 µM; hit rate 0.16% among 320,000; AID 2174;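 active means inhibition above the mean of all tested compounds plus 3 SD, set per campaign, cut at about 14% in these data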;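 further: inhibitors block serine hydrolase probe labeling of LYPLA1 so polarization falls; 0% = enzyme with DMSO and 100% = wells lacking LYPLA1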
# PREPL inh: inhibits the human prolyl oligopeptidase-like enzyme; recombinant PREPL, fluorescence polarization activity-based probe; Q4J6C6; inhibition, % at 5.96 µM; hit rate 0.68% among 320,000; in the data active means inhibition above about 43%;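 further: 0% = enzyme with DMSO and 100% = wells lacking enzyme; many of its hits are not listed in these tables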
# Starred values were filed as active, the others as inactive; / = no result given.
# Fields: ZTA DNA inh	PAFAH1B2 inh	LYPLA2 counter	EBNA-1 inh	PAFAH2 FP inh	PAFAH1B3 FP inh	pPAFAH inh	LYPLA1 inh	PREPL inh
COc1cc2ncnc(NCc3ccccc3C)c2cc1OC
  -6	2	7	8	-1	3	5	1	7
Cc1sc2c(c1C)c(=O)n(-c1ccccc1)c1nncn21
  14	6	-3	-2	4	-5	1	0	1
COC(=O)/C=C1/SC(=NC(=O)c2cccc([N+](=O)[O-])c2)NC1=O
  2	2	-8	-1	-1	11	2	-2	-4
CCn1ncc(C(=O)Nc2cccc(Cl)c2)c1C
  4	3	1	-11	-1	2	-5	-4	7
Cc1nnc2ccc(-c3ccc(NS(=O)(=O)c4ccc(Cl)s4)cc3)nn12
  -26	-2	-5	/	-1	3	26*	-2	13
O=C(Nc1ccc2c(c1)OCCO2)c1oc2ccccc2c1NC(=O)C1CC1
  4	1	1	3	-7	11	1	-1	2
CCOc1ccc(/C=N/n2cc(-c3ccccc3)[nH]c2=S)cc1
  7	2	-4	13	8	4	1	0	20
COc1ccc(C(=O)N/C(=C\c2cn(S(=O)(=O)N(C)C)c3ccccc23)C(=O)NCCCn2ccnc2)cc1
  2	4	4	5	1	5	3	-3	-3
COC(=O)c1ccc(C(=O)OC)c(NC(=O)C(C)(C)C)c1
  -4	2	7	6	-2	3	-4	3	22
COCc1cc(/C=N\NC(=O)COc2ccc(Cl)cc2)ccc1OC
  -2	6	-10	-19	1	5	-2	-3	6

# Part of the list above with just PREPL inh.
SMILES,PREPL inh
Cc1nnc2ccc(-c3ccc(NS(=O)(=O)c4ccc(Cl)s4)cc3)nn12,13
O=C(Nc1ccc2c(c1)OCCO2)c1oc2ccccc2c1NC(=O)C1CC1,2

# Later entries
# Assay codes – A = ZTA DNA inh; B = PAFAH1B2 inh; C = LYPLA2 counter; D = EBNA-1 inh; E = PAFAH2 FP inh; F = PAFAH1B3 FP inh; G = pPAFAH inh; H = LYPLA1 inh; I = PREPL inh
CC(=O)Nc1cccc(-c2nnc(SCC(=O)n3c4c(c5ccccc53)CCCC4)n2C)c1
  A = 8; B = 0; C = -9; D = -1; E = 26; F = 18; G = 6; H = -9; I = 2

CCc1ccc2c(c1)C(c1ccc([N+](=O)[O-])cc1)=NNC(c1ccc(Br)cc1)=N2
  A = 8; B = -1; C = -1; D = -1; E = -3; F = 6; G = 2; H = 1; I = -2

COc1ccc(S(=O)(=O)NCc2cc(=O)n(C)c(=O)n2C)cc1F
  A = 15; B = -1; C = -2; D = -1; E = -4; F = 11; G = 4; H = 0; I = -6

COc1ccc2c(CC(=O)N(C)CC3COc4ccccc4O3)coc2c1 (stereo not given)
  A = 15; B = 6; C = 1; D = 9; E = -1; F = 3; G = 5; H = 0; I = -17

Cc1cccc(C)c1NC(=O)N1CC(C)OC(C)C1 (stereo not given)
  A = -8; B = 5; C = -4; D = -8; E = -2; F = 4; G = -4; H = -2; I = 2

CC(=O)N(C)c1ccc(N=Nc2c(C)[nH]n(-c3ccccc3)c2=O)cc1
  A = -7; B = 3; C = -3; D = 4; E = 2; F = 5; G = 9; H = 3; I = 6

CCOc1ccc(NC(=O)CSc2nncn2C)cc1
  A = -1; B = -3; C = 4; D = -2; E = 3; F = 6; G = 4; H = 0; I = 3

NS(=O)(=O)c1cccc(NC(=O)CNC(=O)CC23CC4CC(CC(C4)C2)C3)c1
  A = 12; B = 13; C = -1; D = -4; E = 2; F = 3; G = 4; H = 0; I = 6

Cc1cccnc1NC(=O)c1sc2ccccc2c1Cl
  A = 3; B = 8; C = -1; D = -10; E = 3; F = 5; G = 0; H = 1; I = -1

CCN(CC(=O)Nc1ccc(OC)c(OC)c1)CC(=O)Nc1ccccc1C(F)(F)F
  A = 7; B = 6; C = 0; D = 0; E = 3; F = 8; G = 6; H = -3; I = 11

CN(C(=O)CN1CCN(c2ccc([N+](=O)[O-])cn2)CC1)c1ccccc1
  A = -2; B = 5; C = -8; D = -12; E = 4; F = 2; G = -5; H = -1; I = 11

COc1ccc(CN2C(=O)CCC2(C)C(=O)NC2CCCCC2)c(OC)c1 (stereo not given)
  A = 0; B = -4; C = -1; D = 0; E = -3; F = 7; G = -7; H = 2; I = 17

O=C(COC(=O)c1ccccc1OC(F)F)Nc1ccc2[nH]c(=O)[nH]c2c1
  A = 4; B = 5; C = -2; D = 9; E = 4; F = 0; G = 8; H = 1; I = -8

O=C(C1COc2ccccc2O1)N1CCN(Cc2ccccc2)CC1 (stereo not given)
  A = 11; B = -3; C = 7; D = 8; E = -2; F = 9; G = -1; H = 2; I = -3

CCCn1c(CC)nc([N+](=O)[O-])c1Sc1ccc(F)cc1
  A = 13; B = 4; C = 5; D = 6; E = 7; F = 3; G = 6; H = 6; I = -22

NS(=O)(=O)c1cc2c(cc1Cl)NC(CC1CCCC1)NS2(=O)=O (stereo not given)
  A = 18; B = 9; C = 2; D = 6; E = 2; F = 7; G = 4; H = -4; I = 8

C[C@@H](C(=O)Nc1nc2ccc(F)cc2s1)N1C(=O)C2CC=CCC2C1=O (stereo not given in full)
  A = -9; B = 4; C = 3; D = 9; E = -3; F = 0; G = -7; H = 0; I = -7

Cc1cc(C)n2c(SCc3cccs3)nnc2n1
  A = 7; B = 2; C = -3; D = 3; E = 10; F = 7; G = 1; H = -2; I = 3

Cc1cccc(N2C(=O)Cc3ccccc3C2=O)c1
  A = 9; B = 3; C = -7; D = -5; E = 10; F = 13; G = 4; H = -1; I = 1

# Reprinted from above (twelve entries):
# Assay codes – A = ZTA DNA inh; B = PAFAH1B2 inh; C = LYPLA2 counter; D = EBNA-1 inh; E = PAFAH2 FP inh; F = PAFAH1B3 FP inh; G = pPAFAH inh; H = LYPLA1 inh; I = PREPL inh
CCc1ccc2c(c1)C(c1ccc([N+](=O)[O-])cc1)=NNC(c1ccc(Br)cc1)=N2
  A = 8; B = -1; C = -1; D = -1; E = -3; F = 6; G = 2; H = 1; I = -2

COc1ccc(S(=O)(=O)NCc2cc(=O)n(C)c(=O)n2C)cc1F
  A = 15; B = -1; C = -2; D = -1; E = -4; F = 11; G = 4; H = 0; I = -6

COc1ccc2c(CC(=O)N(C)CC3COc4ccccc4O3)coc2c1 (stereo not given)
  A = 15; B = 6; C = 1; D = 9; E = -1; F = 3; G = 5; H = 0; I = -17

Cc1cccc(C)c1NC(=O)N1CC(C)OC(C)C1 (stereo not given)
  A = -8; B = 5; C = -4; D = -8; E = -2; F = 4; G = -4; H = -2; I = 2

CC(=O)N(C)c1ccc(N=Nc2c(C)[nH]n(-c3ccccc3)c2=O)cc1
  A = -7; B = 3; C = -3; D = 4; E = 2; F = 5; G = 9; H = 3; I = 6

CCOc1ccc(NC(=O)CSc2nncn2C)cc1
  A = -1; B = -3; C = 4; D = -2; E = 3; F = 6; G = 4; H = 0; I = 3

NS(=O)(=O)c1cccc(NC(=O)CNC(=O)CC23CC4CC(CC(C4)C2)C3)c1
  A = 12; B = 13; C = -1; D = -4; E = 2; F = 3; G = 4; H = 0; I = 6

Cc1cccnc1NC(=O)c1sc2ccccc2c1Cl
  A = 3; B = 8; C = -1; D = -10; E = 3; F = 5; G = 0; H = 1; I = -1

CCN(CC(=O)Nc1ccc(OC)c(OC)c1)CC(=O)Nc1ccccc1C(F)(F)F
  A = 7; B = 6; C = 0; D = 0; E = 3; F = 8; G = 6; H = -3; I = 11

CN(C(=O)CN1CCN(c2ccc([N+](=O)[O-])cn2)CC1)c1ccccc1
  A = -2; B = 5; C = -8; D = -12; E = 4; F = 2; G = -5; H = -1; I = 11

COc1ccc(CN2C(=O)CCC2(C)C(=O)NC2CCCCC2)c(OC)c1 (stereo not given)
  A = 0; B = -4; C = -1; D = 0; E = -3; F = 7; G = -7; H = 2; I = 17

O=C(COC(=O)c1ccccc1OC(F)F)Nc1ccc2[nH]c(=O)[nH]c2c1
  A = 4; B = 5; C = -2; D = 9; E = 4; F = 0; G = 8; H = 1; I = -8

# Source: PubChem (The Scripps Research Institute Molecular Screening Center)

# Some of the compounds tested; rates above refer to the full screens.
